# FN deposition inh: fibronectin deposition inhibition. AH1F fibroblasts, Alexa488-fibronectin deposition fluorescence, overnight. inhibition, % at 12.6 µM. 350,000 compounds, 0.086% hits. AID 743247;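 active = mean inhibition across replicates of 30% or more, regardless of how many single replicates reach that level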;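 note: positive control wells lacked labelled fibronectin entirely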
#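 Assay system: AH1F fibroblasts assembling fluorescent fibronectin matrix; Amount: 10000 AH1F cells per well; Buffer or medium: DMEM, 2% serum; Probe or stimulus: Alexa488-fibronectin, 24 nM final in well; Doses: single compound dose, delivered by pin transfer; Incubation: 1 h adhesion, overnight exposure; Measured by: fluorescence 485/525 nm; Read-out: fibronectin deposition inhibition.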
# PGC1a acetyl inh: modulators of PGC1a acetylation; U2OS PGC1a acetylation, AlphaScreen anti-acetyl-lysine; with virally co-expressed GCN5 acetyltransferase; inhibition, % at 15.6 µM; 350,000 compounds, 0.17% hits;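 active = every replicate shows inhibition of at least 40%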;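 note: 0% = neutral control wells and 100% = positive control wells; some results beyond the cut were filed as inactive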
# miR-122 sensor: miR-122 inhibition in Huh7 cells | Huh7 miR-122 Renilla luciferase sensor, 48 h; neutral wells = 0, positive control = 100 | activation (reporter increase), % at 12.5 µM | 340,000 compounds, 0.3% hits | AID 602342;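 active = mean replicate activation score at least 90 and every replicate individually at or above 90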;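 note: higher luciferase means less miR-122 activity so hits act as miR-122 inhibitors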
# Casp6 inh: blocks human caspase-6 cleavage activity; purified caspase-6, Z-VEID-R110 cleavage fluorescence; inhibition, % at 12.5 µM; 350,000 compounds, 0.53% hits; P55212;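 active = mean inhibition across replicates at least about 35%, with every replicate also reaching that limit, limit read from the data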;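 note: 0% = median of neutral control wells and 100% = no fluorescence left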
# Target sequence (P55212 24-179 limits assumed): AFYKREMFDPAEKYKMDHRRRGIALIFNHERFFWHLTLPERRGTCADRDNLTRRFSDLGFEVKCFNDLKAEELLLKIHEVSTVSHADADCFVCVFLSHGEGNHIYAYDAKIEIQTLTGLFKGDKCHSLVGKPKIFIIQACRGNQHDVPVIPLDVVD
# Target sequence (P55212 194-293 limits assumed): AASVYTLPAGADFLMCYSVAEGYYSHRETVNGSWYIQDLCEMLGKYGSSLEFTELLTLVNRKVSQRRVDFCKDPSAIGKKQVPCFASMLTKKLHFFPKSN
# EWS-Fli inh: EWS/Fli transcriptional activity inhibition; A673 NR0B1-luciferase reporter, viability-normalised; inhibition, % at 12.6 µM; 350,000 compounds, 0.67% hits; AID 651661;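 active = mean inhibition of at least 50% after viability correction, with every replicate also passing that limit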;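 note: firefly luciferase signal divided by Alamar Blue viability fluorescence both relative to DMSO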
# Cneo AK release: Cryptococcus neoformans lysis via adenylate kinase release; C. neoformans lysis, adenylate kinase release luminescence, 4 h; normalised: neutral wells 0, clomiphene wells 100; lysis activity, % at 15 µM; 360,000 compounds, 0.2% hits; AID 651654;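 active = mean lysis activity across replicates of at least 80%, whatever share of replicates individually reach that level; inactive = mean lysis activity below 80%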
#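 Material: C. neoformans cells | Amount: Yeast cell density of 5 × 10^6 cells/mL | Medium: Fresh YPD growth medium | Dosing: Single dose | Times: Static 4 h at 37 °C with compound, 1 h detection | Detection: AK luminescence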
# PAX8 inh HTS: inhibitors of PAX8 transcriptional activity in RMG-I cells | inhibition, % at 12.6 µM | 360,000 compounds, 1.2% hits | RMG-I TPO-luciferase reporter, SteadyGlo, 24 h | AID 652154;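 active = mean replicate inhibition at least 60% with every replicate also reaching 60%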;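 note: luciferase light reporting Pax8 driven TPO promoter activity; plate controls were median of neutral control wells for no effect and mitoxantrone controls for full effect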
# LGR2 inh: Drosophila LGR2 receptor signaling inhibition; HEK293 LGR2, CRE-luciferase, bursicon-stimulated, 4 h; 380,000 compounds, 0.35% hits; inhibition, % at 9.99 µM;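 active = drop in luminescence signal, shown as inhibition above about 50% in the replicate tests, limit read from the data, passing the limit was not always enough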;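 note: agonist challenge used bursicon conditioned medium at about half maximal strength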
# Starred values were filed as active, the others as inactive; . = not tested or not shown; [ ] = another dose, or the depositor's remark.
smiles	PGC1a acetyl inh	PAX8 inh HTS	LGR2 inh	miR-122 sensor	FN deposition inh	Casp6 inh	EWS-Fli inh	Cneo AK release
CCC1(CC)NC(=O)N(CC(=O)N2N=C(c3ccc(Cl)cc3)CC2c2ccco2)C1=O (centres undefined)	5	-2	-11	13	.	2	-3	-2
c1ccc(OCc2nn3c(Cn4nnc5ccccc54)nnc3s2)cc1	6	.	.	1	1	.	.	0
C[C@H](CO)N1C[C@H](C)[C@@H](CN(C)Cc2ccc(Cl)c(Cl)c2)Oc2ccc(NC(=O)C3CCCCC3)cc2C1=O	-1	.	-10	-10[16.7 µM]	.	0	6	3
CC(C)(C)C(=O)OCc1cn(-c2ccccc2)nn1	19	.	.	0	14	.	.	1
O=C(CSc1nnc(Cc2ccccc2)o1)N1CCCc2ccccc21	-1	.	12	.	-2	-7	.	0
COc1ccc(NC(=O)n2ncc3c(C)cccc32)cc1	1	-42	-45	.	-4	-2	24	-13
Cc1ccc(-c2ccnc(=S)[nH]2)cc1	-2	.	-2	-8	.	-2	-18	0
CC1(C(=O)Nc2ccc3c(c2)OCO3)CCN1C(=O)Cc1cc(F)ccc1F (centres undefined)	6	4	-1	1	-11	-5	-3	0
O=C(CC1CC1)N1CC(=O)N2[C@@H](CO)[C@@H](c3ccc(C#Cc4ccc(F)cc4)cc3)[C@@H]2C1	-9	14	-3	.	.	3	0	.
O=C(CCC1CCN(C(=O)CC2=CCCCC2)CC1)NCc1ccc(F)cc1	.	3	1	4	2	1	0	-3
CCCc1cc(=O)[nH]c(SCC(=O)Nc2ccc(OC(F)F)cc2)n1	-5	.	.	4	.	-4	.	1
Cc1c(NC(=S)NC(=O)c2ccccc2Cl)c(=O)n(-c2ccccc2)n1C	.	-2	-3	.	2	-1	-1	-1
C[C@H]1CN([C@@H](C)CO)C(=O)c2cc(-c3cccc(F)c3)cnc2O[C@H]1CN(C)Cc1ccccc1	11	.	-13	0[16.7 µM]	-24	-1	6	0
CCOc1cc(N2CCOCC2)c(OCC)cc1NC(=O)c1ccc(C)cc1	.	9	-2	.	-3	2	8	.
CN1C(=O)c2cc(NC(=O)Cc3ccccc3)ccc2OC[C@H]2O[C@@H](CC(=O)NCC3CC3)CC[C@@H]21	1	3	-15	17[16.7 µM]	4	.	2	-2
CC1=C(C(=O)OC(C)(C)C)C(c2cccs2)NC(=O)N1 (centres undefined)	6	2	.	6	0	-4	8	-2
Cc1ccc(OC(C)C(=O)Nc2ccccc2C(=O)N2CCOCC2)cc1 (centres undefined)	.	-5	-3	.	.	-1	0	-3
Cc1ccc(OCCn2cc(Br)c(=O)[nH]c2=O)cc1	-13	-4	.	1	-3	.	.	-1
COc1ccc(NC(=O)Nc2ccc3c(c2)OC[C@@H](C)NC[C@@H](C)[C@H](OC)CN(C)C3=O)cc1	.	-17	-8	1[16.7 µM]	-14	-2	-7	8
CCOC(=O)c1ccccc1NS(=O)(=O)c1ccc(C)cc1	.	8	.	61	3	.	.	0
C[C@@H]1CN([C@@H](C)CO)C(=O)c2cccc(NC(=O)c3ccncc3)c2O[C@@H]1CN(C)S(=O)(=O)c1ccc(Cl)cc1	-1	13	.	7[16.7 µM]	.	1	11	4
O=C(COC(=O)c1cccc(O)c1)c1ccccc1	.	-182	-47	.	1	0	0	.
CCCC(=O)Nc1ccc2c(c1)C(=O)N(C)[C@H]1CC[C@H](CC(=O)NCCN3CCCCC3)O[C@H]1CO2	2	-15	4	-8[16.7 µM]	-8	.	-5	.
O=C(CC1CCCC1)N[C@@H](Cc1cccnc1)C(=O)N1CCC[C@H]1C(=O)NCCc1ccccc1Cl	.	2	-14	.	-8	-2	-21	.
Cc1cc(NC(=O)CCc2c[nH]c3ccccc23)ccc1Nc1cccnc1	.	2	23	.	-1	-2	17	.
CC1=C(C(=O)OCc2ccccc2)C(c2ccc(C(C)(C)C)cc2)NC(=O)N1CCCCCC(=O)O (centres undefined)	7	-15	5	-1	1	6	-4	-1
O=C1C2C3C=CC(C3)C2C(=O)N1Nc1c(Cl)cc(Cl)cc1Cl (centres undefined)	.	14	1	.	-2	2	-8	.
C[C@H](CO)N1C[C@H](C)[C@H](CN(C)Cc2ccc(Cl)c(Cl)c2)Oc2ccc(NC(=O)Cc3ccccc3)cc2CC1=O	-6	3	10	-3[16.7 µM]	.	0	2	2
CO[C@@H]1CN(C)C(=O)c2ccc(NC(=O)C3CC3)cc2OC[C@@H](C)N(C(=O)Nc2ccccc2F)C[C@H]1C	-8	.	-4	.	-8	1	0	1
CCCCN(C)CCN1C(=O)C2C(C(=O)Nc3ccc(C)cc3)C3C=CC2(O3)C1C(=O)NC1CCCCC1 (centres undefined)	.	11	-2	-5	-1	-5	11	0
CCSc1nc2ccccc2n1CC(=O)N1CCCCC1	6	.	13	-5	.	.	.	1
COC(=O)c1cccc(S(=O)(=O)N2CCC(NC(=O)Nc3cccc(F)c3)CC2)c1	0	.	.	-8	3	.	.	0
O=C(Nc1ccc(F)cc1)N1C[C@H]2[C@@H](c3ccccc31)[C@@H](CO)N2C(=O)c1ccc(F)cc1	0	-3	41	25[16.7 µM]	10	-1	2	-2
COc1ccccc1C#Cc1ccc2c(c1)[C@H]1[C@H](CCN1S(=O)(=O)c1cn(C)cn1)[C@@H](CO)N2	3	9	-9	.	14	0	.	.
Cc1cc(C)c(S(=O)(=O)n2c([N+](=O)[O-])cnc2C)cc1C	.	12	-4	.	4	3	-5	.
COC(=O)COc1ccc2oc(=O)cc(-c3cc4cccc(OC)c4o3)c2c1	7	-11	15	-2	14	-2	4	-1
CC1Cc2ccccc2N1C(=O)CSc1nnc(-c2ccc(S(=O)(=O)N3CCCC3)cc2)o1 (centres undefined)	1	6	.	-1	-3	.	.	-1
Cc1noc(C)c1S(=O)(=O)Nc1ccc2c(c1)C(=O)N([C@H](C)CO)C[C@H](C)[C@@H](CN(C)C(=O)Nc1ccc(F)cc1)O2	-15	0	-42	-4[16.7 µM]	1	.	-8	.
C[C@@H]1CN([C@@H](C)CO)C(=O)Cc2cc(NS(=O)(=O)c3cccs3)ccc2O[C@H]1CN(C)S(=O)(=O)c1cn(C)cn1	7	-11	2	3[16.7 µM]	.	-3	-9	-4
c1ccc(C2Nc3cccc4cccc(c34)N2)cc1	7	17	.	6	-10	1	12	1
CCCCCNC(=O)C(c1ccccc1F)n1c(=O)c(-c2ccco2)nc2ccccc21 (centres undefined)	.	-16	19	.	-6	0	-6	.
CCCN1CCN(CCCNC(=O)CN2C(=O)c3cccnc3Oc3ccc(Cl)cc32)CC1	-7	1	-12	-2	15	-52	.	-14
COc1cc(OC)c(NC(=O)C2CCN(S(=O)(=O)c3ccc4c(c3)CC(C)N4C(C)=O)CC2)cc1Cl (centres undefined)	-10	-7	-2	.	8	1	0	-12
CC1=C(C(=O)N2CCCCCC2)CC(CC(=O)NCCCN(C)C)C(=O)N1CCCN1CCCC1=O (centres undefined)	.	3	-5	.	4	-6	0	.
COc1ccc(NC(=O)C2CCCN(C(=O)Nc3ccc(F)cc3)C2)cc1OC (centres undefined)	.	7	3	.	0	3	-4	5
CC1C=NC(S(=O)(=O)N2CC[C@H]3[C@@H](CO)N(C)c4ccc(C#Cc5ccccc5)cc4[C@H]32)=N1 (some centres undefined)	-5	-34	-1	7[16.7 µM]	-34	5	-11	20
C[C@H]1CN([C@@H](C)CO)C(=O)c2cc(C#CCc3ccccc3)cnc2O[C@H]1CN(C)C(=O)Cc1cccnc1	-9	.	-6	13[16.7 µM]	.	2	-9	2
Cn1ccc2c(-c3ccc4c(c3)OCCO4)cc3c(c21)C1CCC3O1 (centres undefined)	-13	-54	-57	4	-15	2	-69	2
Nc1nc2n(n1)C(c1cccc(Cl)c1)CC(c1ccc(F)cc1)N2 (centres undefined)	-8	-19	2	-1	-1	2	0	2
Cc1cccc2c1-c1sc(C(=O)N3CCCCC3)cc1CO2	7	-262	-80	3	-16	1	-112	0
Cc1ccc(Cl)cc1NC(=S)N(CCCN1CCOCC1)Cc1ccco1	-4	1	12	5	0	-7	5	5
COC(=O)CNC(=O)c1ccc(F)cc1	-3	-8	4	-3	-8	1	31	1
COc1ccc(C(=O)CSc2nnc(COc3ccc(C#N)cc3)n2-c2ccccc2)cc1	-1	17	.	-6	-3	.	.	0
CC1(C)CC(=O)C2=C(C1)c1c(ccc3ccccc13)NC2c1ccc(OCC(=O)O)cc1 (centres undefined)	14	31	5	3	-8	30	19	3
O=C(c1ccc(S(=O)(=O)NCc2ccco2)cc1)N1CCN(c2ccccc2)CC1	-2	10	4	4	4	4	-2	1
COc1cc(CNS(=O)(=O)c2ccc3c(c2)CC(C)N3C(C)=O)cc(OC)c1OC (centres undefined)	6	1	-1	-4	-5	-3	0	0
CNC(=O)c1ccc(Nc2nnc(-c3ccc(C(N)=O)cc3)c3ccccc23)cc1	-3	16	-2	.	-3	2	12	0
Cc1ccc(NC(=S)N2CCN(S(C)(=O)=O)CC2)cc1	-2	9	9	-5	4	-2	3	-1
COc1ccc(NC(=O)Nc2ccc3c(c2)[C@H]2C[C@@H](CC(=O)N4CCN(C)CC4)O[C@H](CO)[C@H]2O3)cc1	-7	-9	12	-1[16.7 µM]	.	-5	-5	-8
Cc1ccc(CN2C(=O)C(C)Oc3ccc(C)cc32)cc1 (centres undefined)	7	14	-2	1	6	4	-5	-4

# Sorted by heavy-atom count (descending): some entries from above.
smiles	PGC1a acetyl inh	PAX8 inh HTS	LGR2 inh	miR-122 sensor	FN deposition inh	Casp6 inh	EWS-Fli inh	Cneo AK release
C[C@H]1CN([C@@H](C)CO)C(=O)c2cc(C#CCc3ccccc3)cnc2O[C@H]1CN(C)C(=O)Cc1cccnc1	-9	.	-6	13[16.7 µM]	.	2	-9	2
Cn1ccc2c(-c3ccc4c(c3)OCCO4)cc3c(c21)C1CCC3O1 (centres undefined)	-13	-54	-57	4	-15	2	-69	2
Cc1cccc2c1-c1sc(C(=O)N3CCCCC3)cc1CO2	7	-262	-80	3	-16	1	-112	0

# Next part:
smiles	PGC1a acetyl inh	PAX8 inh HTS	LGR2 inh	miR-122 sensor	FN deposition inh	Casp6 inh	EWS-Fli inh	Cneo AK release
Cc1ccccc1Cn1nc(C)c(NC(=O)c2cc(-c3ccco3)on2)c1C	0	11	-7	-8	9	2	7	.
CN(C)c1cccc2c(S(=O)(=O)NCC3CCN(C(=O)C(=O)c4cccs4)CC3)cccc12	.	8	-13	.	1	8	16	.
Cc1cccc(NC(=O)CSCC(=O)N(C)Cc2ccc3c(c2)OCCO3)c1	-8	6	10	-3	-1	-1	0	-1
Cc1ccc(CNc2ccc3c(c2)ncn3C(C)C)cc1	5	-31	-101	6	-2	-2	-132	.
CCC(=O)N1CCc2cc(S(=O)(=O)NCCC(=O)NC3CCCc4ccccc43)ccc21 (centres undefined)	-5	.	.	5	7	.	.	0
N#Cc1cccc(-c2ccc3c(c2)[C@@H]2[C@@H](CCN2S(=O)(=O)c2ccc(F)cc2)[C@@H](CO)N3)c1	7	76*	13	-8[16.7 µM]	21	14	2	-20
Cc1ccc(NC(=O)CCNS(=O)(=O)c2ccc3c(c2)CCC(=O)N3)c(Br)c1	.	25	.	.	5	0	-2	-1
C/C=C/c1ccc2c(c1)[C@H]1[C@H](CCN1S(=O)(=O)c1cccc(F)c1)[C@@H](CO)N2	4	.	12	.	1	3	.	.
C[C@H]1CN([C@@H](C)CO)S(=O)(=O)c2ccc(/C=C/c3ccccc3)cc2O[C@H]1CN(C)C(=O)NC1CCCC1	2	52	16	-5[16.7 µM]	-9	-2	8	5

# Source: PubChem BioAssay (Broad Institute)
